# Screening results: PubChem BioAssay, NCI
# All columns: NCI-60 one-dose screen, growth in % after 48 h at 10 µM unless noted; 100 = growth as untreated, 0 = no growth, -100 = all killed.
# HT29 – HT29 colon cancer; 81,000 compounds, 7.4% hits
# COLO 205 – COLO 205 colon cancer. 79,000 compounds, 7.3% hits. AID 1794742
# SK-OV-3 – SK-OV-3 ovarian cancer cells; AID 1794785; 80,000 compounds, 3.2% hits
# IGROV1 – IGROV1 ovarian cancer; 79,000 compounds, 4.7% hits
# SW-620 – SW-620 colon cancer; 82,000 compounds, 5.2% hits
# HCT-116 – HCT-116 colon cancer; AID 1794798; 82,000 compounds, 7.3% hits
# OVCAR-4 – OVCAR-4 ovarian cancer cells; 80,000 compounds, 3.7% hits; AID 1794784
# KM12 – KM12 colon cancer cells; 82,000 compounds, 5% hits
# HCT-15 – HCT-15 colon cancer; 82,000 compounds, 5.2% hits; AID 1794746
# * = called active by the depositor; / = no result given; & = joins results of further samples; [ ] = remark or other dose. Rule for the calls: active = growth percent below 10; inactive = the rest.
SMILES,HT29,COLO 205,SK-OV-3,IGROV1,SW-620,HCT-116,OVCAR-4,KM12,HCT-15
COC(=O)C1(C(=O)OC)C2C(=O)C3C(C21)C3(C(=O)OC(C)(C)C)C(=O)OC(C)(C)C (stereo not given),112,115,121,109,106,101,101,112,108
COc1cccc2nc(Nc3cccc(NC(=O)c4ccc(N5CCN(C)CC5)c(C(F)(F)F)c4)c3)ccc12,-68*,-59*,82,29,-33*,6.6*,40,-7.6*,-10*
CC(=O)Nc1ccc(-n2c(O)c(/C=N/NC(=O)Cc3ccccc3Nc3c(Cl)cccc3Cl)sc2=S)cc1,104,119,111,97,96,95,105,105,103
c1ccc(N2CCN(c3nc(-c4ccccn4)nc4sc5c(c34)CCCCCC5)CC2)cc1,58,74,87,37,76,20,56,45,59
Cn1cc(C(=O)c2nc(-c3c[nH]c4ccccc34)no2)c2cc(F)ccc21,8.8*,35,43,33,23,20,70,27,33
COC(=O)c1cc2n(n1)-c1ncc(C(F)(F)F)cc1Oc1ccccc1-2,99,102,90,71,96,94,96,102,98
O=C1Nc2ccccc2/C1=C/c1cn(Cc2cccc3ccccc23)c2ccccc12,66,86,96,67,27,41,89,88,90
COC(=O)c1ccc2[nH]c(O)c(C(=Nc3ccc(N(C)C(=O)CN4CCN(C)CC4)cc3)c3ccccc3)c2c1,21,11,5.3*,10,6.4*,6.5*,34,14,12
C=CCOc1c(Br)cc(Br)cc1Br,104,103,65,30,76,55,63,85,63
Cc1ccc(-c2nn(-c3ccccc3)cc2/C=C/c2nnc(-c3ccc(Cl)cc3Cl)o2)cc1,85,103,79,96,79,70,57,90,89
Nc1ccccc1-c1cc2c(c3c1[nH]c1ccccc13)CCCCCCCC2,77,87,108,96,86,69,90,93,80
COc1cccc(-c2nn(-c3ccccc3)cc2-c2ccnc(NCCCNS(=O)(=O)c3ccccc3)c2)c1,19,17,43,31,46,26,40,30,27
Nc1nc2c(ncn2C2CCCC2)c(=O)[nH]1,110,116,110,132,113,108,109,110,109
Cc1c(C)c2c(c(C)c1OCC(=O)O)CC[C@@](C)(CCC[C@@H](C)CCC[C@@H](C)CCCC(C)C)O2,6.2*[50 µM],-11*[50 µM],53[50 µM],1.8*[50 µM],-42*[50 µM],-66*[50 µM],46[50 µM],-74*[50 µM],-29*[50 µM]
COc1ccc(-c2cc(NC(=O)Nc3cccc(Br)c3)no2)cc1,100,112,104,105,106,96,102,100,100
Clc1ccc(-c2nnc(CCc3nc(-c4ccc(Br)cc4)no3)o2)c(Cl)c1,115,125,105,95,104,104,111,107,106
CC1(C)CCC2=C1CC(O)C1(F)C2CCC2=CC(=O)CCC21C (stereo not given),88,101,87,78,93,105,75,85,108
Cn1c(=O)c2[nH]c(N/N=C/c3ccc(Br)cc3)nc2n(C)c1=O,98,116,91,125,112,93,65,106,104
C=C(C)C1CC=C(/C=N/O)CC1 (stereo not given),102,108,98,114,94,95,102,107,95
CCOC(=O)c1cc(-c2nc3ccccc3s2)c(=O)n(NS(=O)(=O)c2ccc(Cl)cc2)c1N,113,118,98,101,103,100,96,98,98
O=C(CS(=O)(=O)c1ccc(F)cc1)Nc1ccccc1C(=O)O,114,112,107,108,102,105,112,109,106
Cc1cc2cc3cc(C)c(N)cc3[n+](C)c2cc1N,-17*,-46*,26,16,9.4*,3.5*,10,5.1*,32
O=S(=O)(NCCCNc1nccc(-c2c(-c3cccc(F)c3)nc3occn23)n1)c1cccc2ccccc12,5.6*,-18*,56,14,24,23,35,16,29
CC1(C)NC(=O)N(c2ccc([N+](=O)[O-])c(C(F)(F)F)c2)C1=O,102,105,106,108,103,100,101,98,105
CN(C)Cc1cccc(-c2ccccc2)c1O,99,113,105,115,104,100,105,115,109

# Continued, overlapping the part above by 5 compounds.
SMILES,HT29,COLO 205,SK-OV-3,IGROV1,SW-620,HCT-116,OVCAR-4,KM12,HCT-15
O=C(CS(=O)(=O)c1ccc(F)cc1)Nc1ccccc1C(=O)O,114,112,107,108,102,105,112,109,106
Cc1cc2cc3cc(C)c(N)cc3[n+](C)c2cc1N,-17*,-46*,26,16,9.4*,3.5*,10,5.1*,32
O=S(=O)(NCCCNc1nccc(-c2c(-c3cccc(F)c3)nc3occn23)n1)c1cccc2ccccc12,5.6*,-18*,56,14,24,23,35,16,29
CC1(C)NC(=O)N(c2ccc([N+](=O)[O-])c(C(F)(F)F)c2)C1=O,102,105,106,108,103,100,101,98,105
CN(C)Cc1cccc(-c2ccccc2)c1O,99,113,105,115,104,100,105,115,109
O=C1COc2cc(O)cc(O)c21,112,121,109,119,109,109,110,109,109
Clc1ccc2c(OCCCN3CCOCC3)c3oc4ccc(Cl)cc4c3nc2c1,63,85,103,74,58,53,96,90,74
COc1ccc(/C=C2\N=C(c3ccccc3)N(C(=O)c3ccc(Cl)cc3)NC2=O)cc1,94,107,96,96,92,87,87,81,78
COc1ccc(/C=N/C2=C(C#N)C(c3ccccc3)c3ccc4ccccc4c3O2)cc1 (stereo not given),6.3*,-26*,22,26,24,10,57,17,16
COc1cc2nc(-c3ccc(NC(=O)/C=C/c4ccc(C(F)(F)F)cc4)cc3)sc2c(OC)c1OC,101,113,94,98,110,96,107,105,112
COc1ccc2nc3cc(Cl)ccc3c(NCCNCC(C)O)c2c1 (stereo not given),-38*,8.3*,38,26,20,13,37,25,19
CCCCNS(=O)(=O)C(C(=O)OCC)c1ccc2c(c1)N(C)C(=O)C(CCOc1ccncc1)O2 (stereo not given),98,118,110,111,108,106,115,114,103
O=[N+]([O-])c1cccc(/C=N/N=C2c3ccccc3-c3ccccc32)c1,92,86,90,91,95,101,87,88,97
Oc1ccccc1-c1nn(-c2ccccc2)cc1-c1nc2ccccc2[nH]1,94,85,60,95,101,91,71,90,74
CCCCNCC(O)(c1ccc(Cl)cc1)c1ccc(Cl)cc1,93,86,96,79,81,89,/,62,105
CCOC(=O)c1ccc(N=Cc2sc(Nc3ccc(Cl)cc3)nc2O)cc1,122,97,88,84,91,97,104,100,101
CCOC(=O)NC1c2ccccc2Oc2ccccc21,106,126,94,72,91,86,100,97,92
COC(=O)C1=C(O)C(=O)C(C(=O)OC)N1Cl (stereo not given),105,95,110,105,98,102,102,100,98
Nc1n[nH]c(-c2ccccc2)n1,106&104,107&114,104&98,105&114,123&105,107&108,102&112,101&130,109&108
O=S(=O)(Nc1ccc(O)c(Sc2nc3ccccc3s2)c1)c1ccc(F)cc1,104,103,103,99,103,104,82,96,101
Cc1cc(C)nc(SC2=C(Nc3cccc(C(=O)O)c3)C(=O)N(Cc3ccccc3)C2=O)n1,105[30 µM],111[30 µM],111[30 µM],80[30 µM],117[30 µM],106[30 µM],112[30 µM],109[30 µM],104[30 µM]
CCCCCCCCCCCCC[C@H](O)C[C@H](O)[C@H](C)N,103[1.25 µM],92[1.25 µM],125[1.25 µM],133[1.25 µM],100[1.25 µM],83[1.25 µM],123[1.25 µM],116[1.25 µM],98[1.25 µM]
N#C/C(=C(/O)CCCO)c1nc2ccccc2c(=O)[nH]1,108,130,105,109,108,99,104,100,103
Cc1nn(-c2ccccc2)c(Oc2ccccc2)c1/C=N/NC(=O)Cn1c(=O)sc2ccccc21,47,28,61,54,72,38,44,56,57
O=[N+]([O-])c1ccc2c(c1)oc1ccccc12,96,119,108,113,103,104,99,115,99
Cc1ccc(NC(=O)N2CCN(C)CC2)cc1NC(=O)N1CCN(C)CC1,96,110,107,/,95,101,98,107,102
O=C(NO)c1ccc(C(=O)NO)c(Br)c1,103,111,100,102,104,112,101,102,98
CC(=O)Nn1c(N(N=Cc2cc(-c3ccccc3)cs2)C(C)=O)nn(C(C)=O)c1=S,105,106,106,97,100,95,114,102,101
CCCCOC(=O)CC(NS(=O)(=O)c1ccc(C)cc1)C(=O)OCCCC (stereo not given),115,121,109,135,105,97,105,107,82
Cn1nc(NC(=O)C(F)(F)F)c2ncc(-c3ccccc3)nc21,99,103,97,109,115,116,105,99,96

# Compound profiles (already shown). Values in the order: HT29, COLO 205, SK-OV-3, IGROV1, SW-620, HCT-116, OVCAR-4, KM12, HCT-15
# Listed for CCOC(=O)c1cc(-c2nc3ccccc3s2)c(=O)n(NS(=O)(=O)c2ccc(Cl)cc2)c1N → 113, 118, 98, 101, 103, 100, 96, 98, 98
# Listed for C=CCOc1c(Br)cc(Br)cc1Br → 104, 103, 65, 30, 76, 55, 63, 85, 63

# Further structures follow:
SMILES,HT29,COLO 205,SK-OV-3,IGROV1,SW-620,HCT-116,OVCAR-4,KM12,HCT-15
COc1cccc(/C=N\NC(=O)C(=O)N/N=C\c2cccc(OC)c2O)c1O,77,92,81,60,78,60,/,76,48
Cc1ccc(C2C3=C(NC(C)(C)NC3Nc3cccnc3)OC2C(=O)c2ccc(N=[N+]=[N-])cc2)cc1 (stereo not given),110,110,103,96,103,110,111,101,104
O=C(NNc1ccccc1)n1c(=O)c2ccccc2c(=O)n1-c1ccccc1,99,109,85,96,/,79,98,93,91
O=C(Cn1c(=O)[nH]c2ccccc2c1=O)NCC(=O)N/N=C/c1ccc([N+](=O)[O-])cc1,107,110,117,103,98,109,97,99,99
Cc1cc(=O)[nH]c(N/N=C/c2cc(Br)ccc2O)n1,59,/,19,-0.4*,40,5.0*,7.3*,35,31
O=C(O)C1CCC(c2ccccc2)N1 (stereo not given),101,100,88,104,103,112,122,104,113
